RAD52 inh: RAD52 (human) annealing inhibition; P43351; recombinant RAD52 DNA annealing, FRET fluorescence; inhibition, % at 18.7 µM; 0.46% of 360,000 active; AID 651710;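 active = every replicate showing at least 50% inhibition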
Target sequence (P43351 whole entry, looked up): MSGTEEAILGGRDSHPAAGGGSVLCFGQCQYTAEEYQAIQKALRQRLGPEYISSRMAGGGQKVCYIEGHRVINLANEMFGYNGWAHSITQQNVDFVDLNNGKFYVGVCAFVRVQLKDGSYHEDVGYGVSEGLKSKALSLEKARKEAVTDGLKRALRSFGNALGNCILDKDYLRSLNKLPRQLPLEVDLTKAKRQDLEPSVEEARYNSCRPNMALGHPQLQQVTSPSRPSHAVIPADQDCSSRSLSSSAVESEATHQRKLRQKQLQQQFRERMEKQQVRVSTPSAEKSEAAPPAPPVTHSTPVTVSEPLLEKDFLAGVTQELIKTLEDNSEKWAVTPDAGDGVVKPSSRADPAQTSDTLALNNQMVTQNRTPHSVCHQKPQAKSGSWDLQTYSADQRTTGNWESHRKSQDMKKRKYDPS
E-selectin induc: induces E-selectin expression in human endothelial cells. 0.37% of 260,000 active. P16581. HUVEC E-selectin immunofluorescence imaging; normalized: neutral wells 0, TNF-alpha wells 100. AID 686992. activation, % at 7.58 µM;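 active = mean E-selectin-positive cell signal at least 10% of the positive control, reached in at least 60% of replicates, without over 20% cell loss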;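 also: in these data hits start at about 27%; measured in HUVEC primary endothelial cells; signal is the percent of cells scored E-selectin positive by PE staining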
Target sequence (P16581 whole entry, looked up): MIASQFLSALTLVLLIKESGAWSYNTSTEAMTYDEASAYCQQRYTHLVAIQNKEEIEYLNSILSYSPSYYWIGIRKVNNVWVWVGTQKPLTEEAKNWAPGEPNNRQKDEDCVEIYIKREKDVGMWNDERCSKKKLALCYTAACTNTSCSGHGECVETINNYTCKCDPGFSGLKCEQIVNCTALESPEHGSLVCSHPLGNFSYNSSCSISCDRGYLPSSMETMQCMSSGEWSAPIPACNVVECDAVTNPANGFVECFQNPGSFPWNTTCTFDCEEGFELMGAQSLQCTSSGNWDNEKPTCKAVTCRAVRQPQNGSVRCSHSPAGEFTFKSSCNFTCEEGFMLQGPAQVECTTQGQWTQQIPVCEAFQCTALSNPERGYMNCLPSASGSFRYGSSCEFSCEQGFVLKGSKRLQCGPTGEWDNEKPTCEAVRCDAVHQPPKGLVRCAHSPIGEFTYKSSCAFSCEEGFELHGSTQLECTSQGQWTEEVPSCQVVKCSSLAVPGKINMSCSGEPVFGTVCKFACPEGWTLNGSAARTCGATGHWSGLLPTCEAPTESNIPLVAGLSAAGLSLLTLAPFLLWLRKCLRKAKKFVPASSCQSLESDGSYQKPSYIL
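Read-out basis: % PE-positive cells; Test system: HUVEC primary endothelial cells; Technique: immunofluorescence imaging; Dosing: single-point compound dose.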
PGC1a acetyl inh: modulators of PGC1a acetylation; U2OS PGC1a acetylation, AlphaScreen anti-acetyl-lysine; with virally co-expressed GCN5 acetyltransferase; inhibition, % at 15.6 µM; 0.17% of 350,000 active;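 active = every replicate shows inhibition of at least 40%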;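 also: 0% = neutral control wells and 100% = positive control wells; some results beyond the cut were filed as inactive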
ERAP1 inh: blocks human ERAP1 aminopeptidase activity. Q9NZ08. recombinant ERAP1, Leu-AMC fluorescence, 60 min. inhibition, % at 10.7 µM. 0.15% of 340,000 active. AID 652197;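 active = mean replicate inhibition of at least 30%, or all replicates individually reaching that 30% level; inactive = mean below 30% and not every replicate reaching it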;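 also: 0% = neutral control wells and 100% = L-leucinethiol positive control wells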
* hit, by the source's call; i = inactive; nt = not tested or not shown.

SMILES	RAD52 inh	E-selectin induc	PGC1a acetyl inh	ERAP1 inh
Cc1cc(C(=O)C[N+]23CCN(CC2)CC3)c(C)n1-c1ccc(Br)cc1	7.3	nt	-2.4	3.8
O=C(CN1CCCCC1)c1ccc(F)cc1	-12.0	nt	3.0	-10.0
O=P(Nc1cccc(F)c1)(Oc1ccccc1F)Oc1ccccc1F	-8.2	nt	-11.0	1.5
COc1ccc(C)cc1NC1=NCCCS1	-7.0	nt	1.1	2.6
CN(C)C(CNC(=O)Cc1c(Cl)cccc1Cl)c1ccccc1 (stereo not drawn)	-18.3	nt	-2.9	-6.4
CN(C)C(=O)Oc1noc2cc(Cl)ccc12	-21.2	-0.1	-2.0	nt
Cc1ccc(Cn2cc(C=O)c(-c3ccc(C)cc3)n2)cc1	-7.9	0.1	nt	0.8
O=C1NC(=O)C(=Cc2ccc(N3CCN(C(=O)c4ccccc4)CC3)c([N+](=O)[O-])c2)C(=O)N1	-10.8	0.8	nt	3.2
COc1cccc(NP2(=O)OCC(C)([N+](=O)[O-])CO2)c1 (stereo not drawn)	2.0	-0.1	nt	2.6
C=CCC1(Nc2ccccc2)CC(C)N(C)CC1C (stereo not drawn)	-8.6	2.8	nt	5.4
O=C(Cc1c(-c2ccccc2)nc2ccc(Br)cn12)N1CCCC1	-16.3	-0.1	nt	7.3
O=S1(=O)NCC2(CC2)CN1Cc1ccccc1	-0.7	-0.1	nt	-5.9
CCOP(=S)(OCC)Oc1cc(C)oc(=O)c1Cl	-9.9	3.7	nt	2.3
Oc1cc(Cl)c(Cl)cc1Cl	-67.8	0.0	nt	0.8
COC(=O)CN(CCCl)P1(=O)OCCCN1CCCl (stereo not drawn)	5.3	-0.1	nt	-0.9
Nc1ncn[nH]1	-14.8	2.9	nt	6.2
Cc1cc(N2CCOCC2)ccc1/C=C1\C(=O)NC(=O)N(c2ccccc2)C1=O	-41.9	4.8	nt	19.2
COc1ccc(C(=O)C2CN(C)CC2c2ccc(Cl)cc2)cc1 (stereo not drawn)	-6.4	-0.1	nt	6.1
O=P1(Oc2ccccc2)OCCCS1 (stereo not drawn)	2.9	10.1	nt	-1.8
CC(=O)OC1N=C(c2ccccc2Cl)c2cc(Br)ccc2NC1=O (stereo not drawn)	-4.6	0.5	nt	2.8
CCC(C)n1c(O)c(/C=N/Nc2ccccc2)c(=O)[nH]c1=S (stereo not drawn)	-16.5	5.5	nt	0.6
C=CCN1C(=O)NC(=O)/C(=C/c2cc3c4c(c2)CCCN4CCC3)C1=O	-67.9	0.0	nt	-3.2
CC(=O)N1CCCSC1=Nc1ccccc1	-6.5	0.8	nt	-2.7
CCOC(=O)C12C(=O)OCC1C2c1ccccc1 (stereo not drawn)	-5.2	0.2	nt	3.6
OCC#CC[N+]1(CC#Cc2ccccc2)CCOCC1	-5.5	0.0	nt	2.0

Among those listed so far, these contain a nitro group on carbon.
SMILES	RAD52 inh	E-selectin induc	PGC1a acetyl inh	ERAP1 inh
O=C1NC(=O)C(=Cc2ccc(N3CCN(C(=O)c4ccccc4)CC3)c([N+](=O)[O-])c2)C(=O)N1	-10.8	0.8	nt	3.2
COc1cccc(NP2(=O)OCC(C)([N+](=O)[O-])CO2)c1 (stereo not drawn)	2.0	-0.1	nt	2.6

Reprinted at random: three compounds from above, in no set order.
SMILES	RAD52 inh	E-selectin induc	PGC1a acetyl inh	ERAP1 inh
Cc1ccc(Cn2cc(C=O)c(-c3ccc(C)cc3)n2)cc1	-7.9	0.1	nt	0.8
OCC#CC[N+]1(CC#Cc2ccccc2)CCOCC1	-5.5	0.0	nt	2.0
CCOC(=O)C12C(=O)OCC1C2c1ccccc1 (stereo not drawn)	-5.2	0.2	nt	3.6

(cont.)
SMILES	RAD52 inh	E-selectin induc	PGC1a acetyl inh	ERAP1 inh
CCOC(=O)[C@]12Cc3cc(OC)ccc3[C@H]1N(CC(=O)OC)C(=O)c1cc(OC)ccc12	-35.1	0.1	nt	-1.3
COc1ccc(C=C2C(=O)NC(=S)NC2=O)cc1	-25.2	-0.4	nt	21.0
COc1ccc(C2C3C=CC(C3)C2C(=O)O)cc1 (stereo not drawn)	-10.2	0.1	nt	-11.4
O=NN(CCF)C(=O)NC1CCC(=O)NC1=O (stereo not drawn)	2.0	-0.1	nt	1.2
N#Cc1ccc(NC(=S)N2Cc3cc(Br)ccc3-n3nncc3C2)cc1	-8.8	0.0	nt	-1.7
COc1ccc(C)cc1NC1=NC(C)(C)CS1	-1.6	-0.1	nt	2.5
CCCCn1nc(C)c(C(=O)O)c1Cl	-11.3	0.0	nt	0.9
CC(NS(C)(=O)=O)c1nnc2n1-c1ccc(Br)cc1C(c1ccccc1Cl)=NC2 (stereo not drawn)	0.8	3.5	nt	-0.6
CC(C)C[C@H]1COc2cc(N3CCN(C)CC3)ccc2S(=O)(=O)N1	-2.9	0.0	nt	1.5
COc1ccc(CCN)cc1S(N)(=O)=O	-9.5	3.0	nt	1.2
Cc1nn(Cc2ccccc2Cl)c(Cl)c1C(=O)OCC(=O)NC(=O)NC1CCCCC1	-10.6	0.4	nt	1.4
O=C(Nc1ccc(C(=O)O)cc1)Oc1ccc(N(CCCl)CCCl)cc1	-7.7	-0.1	nt	-13.5
NC(=S)N/N=C/c1coc2ccccc2c1=O	-17.5	-0.1	nt	-3.5
O=S(=O)(c1ccc2ccccc2c1)N1Cc2cc(Br)ccc2-n2nncc2C1	0.9	-0.3	nt	3.8
O=C(NCCCN1CC1)Nc1cccc2ccccc12	-72.7	-1.0	nt	1.6
CCOC(=O)[C@]12Cc3c(cc(OC)c(OC)c3OC)[C@H]1N(C)C(=O)c1ccccc12	-2.9	-0.1	nt	-4.3
O=C1NC(=S)NC(=O)C1Cc1ccccc1	-10.5	-0.3	nt	8.1
COc1ccc2oc3c(c2c1)NC(=O)CN=C3c1ccccc1	-2.5	2.3	nt	0.0
COc1ccc(Br)cc1CNCCc1ccc2c(c1)OCO2	-4.0	0.8	nt	-2.3
Cc1ccc(N2C(=O)NC(=O)/C(=C\c3cnc(-c4ccccc4)nc3)C2=O)cc1	-399.0	1.1	nt	2.8
CC(O)C1C=CC=CC(=O)OC2CC3OC4C5OC5(C)CCC4(COC(=O)C4OC4(C)C(O)CO1)C2(C)C31CO1 (stereo not drawn)	-9.1	-0.6	nt	-2.7
O=S(=O)(c1ccc(Cl)cc1Cl)N1CCCC1c1cccnc1 (stereo not drawn)	-7.7	0.6	nt	2.6
COC(=O)[C@@H]1[C@@H](CO)[C@@H]2Cn3c(ccc(C4=CCCCC4)c3=O)[C@H]1N2Cc1ccccc1OC	5.4	-0.2	nt	-1.4
CN(C)C1(CNC(=O)c2cc(S(=O)(=O)N3CCOCC3)c(Cl)cc2Cl)CCCCC1	-4.7	-0.9	nt	1.0
COc1c(OP2(=S)OCC(C)(C)CO2)cnn(C2CCCCC2)c1=O	0.9	-0.1	nt	0.8

One compound at a time, from the list above:
Results for `CCOC(=O)[C@]12Cc3c(cc(OC)c(OC)c3OC)[C@H]1N(C)C(=O)c1ccccc12` = RAD52 inh = -2.9; E-selectin induc = -0.1; PGC1a acetyl inh = nt; ERAP1 inh = -4.3
Results for `COC(=O)CN(CCCl)P1(=O)OCCCN1CCCl` (stereo not drawn) = RAD52 inh = 5.3; E-selectin induc = -0.1; PGC1a acetyl inh = nt; ERAP1 inh = -0.9

The main list resumes with the seven entries that preceded the break.
SMILES	RAD52 inh	E-selectin induc	PGC1a acetyl inh	ERAP1 inh
COc1ccc(Br)cc1CNCCc1ccc2c(c1)OCO2	-4.0	0.8	nt	-2.3
Cc1ccc(N2C(=O)NC(=O)/C(=C\c3cnc(-c4ccccc4)nc3)C2=O)cc1	-399.0	1.1	nt	2.8
CC(O)C1C=CC=CC(=O)OC2CC3OC4C5OC5(C)CCC4(COC(=O)C4OC4(C)C(O)CO1)C2(C)C31CO1 (stereo not drawn)	-9.1	-0.6	nt	-2.7
O=S(=O)(c1ccc(Cl)cc1Cl)N1CCCC1c1cccnc1 (stereo not drawn)	-7.7	0.6	nt	2.6
COC(=O)[C@@H]1[C@@H](CO)[C@@H]2Cn3c(ccc(C4=CCCCC4)c3=O)[C@H]1N2Cc1ccccc1OC	5.4	-0.2	nt	-1.4
CN(C)C1(CNC(=O)c2cc(S(=O)(=O)N3CCOCC3)c(Cl)cc2Cl)CCCCC1	-4.7	-0.9	nt	1.0
COc1c(OP2(=S)OCC(C)(C)CO2)cnn(C2CCCCC2)c1=O	0.9	-0.1	nt	0.8
O=C(NN=Cc1ccc(N(CCCl)CCCl)cc1Cl)c1cccnc1	-27.1	0.0	nt	0.4
COc1ccc(C(=O)OCC2CN2c2cccc([N+](=O)[O-])c2)cc1 (stereo not drawn)	-6.7	0.7	nt	-4.3
Cc1cc(N2CCNC[C@@H]2C)ccc1N1CCN[C@H](C)C1	-24.3	0.5	nt	-2.3
CC[n+]1c(-c2ccccc2)c2cc(N)ccc2c2ccc(N)cc21	-49.6	12.0	nt	12.0
O=C1C(=O)c2cccc3cccc1c23	-7.3	1.7	nt	0.2
O=C1OCCC1C(=O)c1ccccc1 (stereo not drawn)	-7.2	0.4	nt	0.4
CCOP(=O)(OCC)C(NC(=O)c1cccc([N+](=O)[O-])c1)C(Cl)(Cl)Cl (stereo not drawn)	-4.6	1.0	nt	1.6
CC1(C)OC(c2ccccc2)=C/C(=C/C=C2C(=O)NC(=O)NC2=O)O1	-26.0	2.4	nt	2.2
NS(=O)(=O)c1ccc(-c2ccc(C=C3C(=O)NC(=S)NC3=O)o2)cc1	-65.0	-0.3	nt	5.4
O=C(O)C1(Br)CC12c1ccccc1-c1ccccc12 (stereo not drawn)	-18.8	1.8	nt	-3.9
CC(=O)c1ccc(OC(=O)N(C)c2ccccc2)cc1	-16.4	6.9	nt	4.1
CCOC(=O)CNC(=O)CNC(=O)C(Cc1ccc(N(CCCl)CCCl)cc1)NC(C)=O (stereo not drawn)	0.6	0.0	nt	-2.6
C[N+](C)(C)CC1CCCc2ccccc2C1=O (stereo not drawn)	-16.1	-0.5	nt	20.3
CCCCn1c(NC(=O)c2ccc(Br)o2)c(C(=O)OCC)c2nc3ccccc3nc21	-10.0	2.3	nt	0.0
COc1ccc(C(=O)C2CCCN(Cc3ccccn3)C2)c(OC)c1 (stereo not drawn)	-3.8	0.1	nt	-5.9
C=CCn1c(O)c(/C=N/NC(=O)CCCC)c(=O)[nH]c1=S	-36.4	0.7	nt	1.6
S=P(Nn1cnnc1)(c1ccccc1)c1ccccc1	-0.9	0.2	nt	-0.4
N#CCP(=S)(c1ccccc1)c1ccccc1	-1.0	-2.2	nt	4.6
O=c1[nH]c(=S)n(-c2ccc(Cl)cc2)c(O)c1C=Nc1ccc(N2CCOCC2)cc1	-22.6	0.0	nt	4.1
C=CCN1C(=O)/C(=C/c2cc(C)n(-c3cccnc3)c2C)C(=O)NC1=S	-73.5	-1.6	nt	3.0
CC1(C)CC(=O)CC(C)(C)N1O	-6.9	-0.1	nt	0.6
Cc1ccc(/C=C2/C(=O)NC(=O)N(Cc3ccc(F)cc3)C2=O)o1	-31.4	0.9	nt	-0.4
CCn1ccnc1CN1CCCC(C(=O)c2cccc(C(F)(F)F)c2)C1 (stereo not drawn)	7.9	0.1	nt	-3.6
C=CCn1c(=O)c(C=Nc2cccnc2Cl)c(O)n(CCCC)c1=O	i	-0.3	nt	-4.1
CCOC(=O)C1=C(C(=O)OCC)C2(c3ccccc3)c3ccccc3C1(C)N2C (stereo not drawn)	-41.5	-0.4	nt	4.5

The results go on:
SMILES	RAD52 inh	E-selectin induc	PGC1a acetyl inh	ERAP1 inh
CCC(=NCCCn1ccnc1)c1c(O)n(-c2ccccc2)c(=O)[nH]c1=O	-5.0	2.2	nt	1.8
O=C1CC=C2C3CC4N(CCC45c4cc(O)c(O)cc4N1C25)CC3=CCBr (stereo not drawn)	32.6	5.3	nt	3.1
CC(C)(C)c1cc([N+](=O)[O-])cc(C(C)(C)C)c1O	-6.9	-0.1	nt	0.6
Cc1nc2ccccc2c(=O)n1/N=C/c1cc(Br)cc(Br)c1O	-24.6	-0.3	nt	0.6
Cc1cc(=O)[nH]c(SCc2nc3ccccc3c(=O)n2-c2ccccc2C)n1	-11.2	2.0	nt	5.3
CNC(=O)Oc1c(C)[nH]ccc1=O	-7.6	0.0	nt	-1.6
N#CC(C#N)=Cc1ccc(-c2ccccc2F)o1	-198.7	-2.1	nt	-0.1
COc1cc2c(cc1OC)C13CCN4C=C5CCOC6CC(=O)N2C1C6C5CC43 (stereo not drawn)	-2.5	0.1	nt	-1.3
CC(=O)c1cn(Cc2ccccc2C#N)c2ccccc12	-4.0	7.6	nt	-3.2
c1cc(OCCN2CC2)ccn1	-39.6	0.1	nt	-4.1

High-throughput results: PubChem BioAssay, Broad Institute

The list is partial; rates above refer to the full screens.
